PAX8 inh HTS: inhibitors of PAX8-driven TPO luciferase reporter, primary screen, RMG-I cells, single concentration; SteadyGlo, 24 h; AID 652154, 2013; inhibition, % at 12.6 µM; 1.2% of 360,000 active;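 active = mean replicate inhibition at least 60% with every replicate also reaching 60%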;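 also: luciferase light reporting Pax8 driven TPO promoter activity; plate controls were median of neutral control wells for no effect and mitoxantrone controls for full effect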
FN deposition inh: inhibitors of fibronectin matrix deposition, primary screen, AH1F cells, Alexa488-fibronectin fluorescence, plate reader | 0.086% of 350,000 active | AH1F fibroblasts, overnight | inhibition, % at 12.6 µM;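 active = mean inhibition across replicates of 30% or more, regardless of how many single replicates reach that level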;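 also: positive control wells lacked labelled fibronectin entirely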
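Material – AH1F fibroblast monolayer, labelled fibronectin deposition · Reagent – labelled fibronectin 24 nM · Timing – 1 h adhesion, overnight exposure · Measured by – fluorescence at 485 nm excitation, 525 nm emission · Read-out – inhibition of fibronectin deposition signal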
Active calls of the source: *. An excerpt; rates above refer to the full screens.

SMILES	PAX8 inh HTS	FN deposition inh
Cc1c(-c2ccc(F)cc2)nc(N)c(C#N)c1-c1cccs1	21.6	4.0
COc1ccc(NC(=O)CSc2nnc(C3CCCCC3)o2)c(OC)c1	7.5	7.1
Cc1ccc2cc(/C=C3\N=C(c4ccccc4)OC3=O)c(N3CCOCC3)nc2c1	2.7	-13.3
CCOC(=O)CNC(=O)CNC(=O)Cn1ccc2ccccc2c1=O	-16.6	9.9
CC1(C)Cc2nc3oc4c(=S)nc[nH]c4c3cc2CO1	-71.8	-5.9
O=C(CSc1nc2c(sc3ccccc32)c(=O)n1Cc1ccccc1)NCC1CCCO1 (configuration not stated)	5.7	-0.3
C/C(N)=C(/C#N)C(=O)CSc1ncnc2ccccc12	13.6	3.7
CCC(C)(C(=O)NC1CCCC1)N(CC1CCCO1)C(=O)c1ccc2c(c1)OCO2 (configuration not stated)	0.3	-7.7
Cc1cccc(CSc2nc3c(cc2C#N)CCC3)c1	-71.6	-2.1
CC1Cc2ccccc2N1C(=O)CSc1nnc(NC(=O)Cc2cccs2)s1 (configuration not stated)	0.9	4.3
CC(=O)N1C2CCCCC2S[C@H]2CCCCC21 (some centres not stated)	4.6	-5.9
Cc1ccc(-n2nc(C)c3c(-c4cccs4)c(C#N)c(N)nc32)cc1	20.4	16.4
CN(C(=O)c1ccc(-c2nn(C)c(=O)c3ccccc23)cc1)c1ccccc1	15.8	0.2
Cc1ccccc1C(=O)/C=C1\NC(=O)CS1	-26.5	-0.2
CC(=O)C1=C(O)C(=O)N(c2ccc(C(=O)O)cc2)C1c1ccccc1 (configuration not stated)	-23.1	7.2
O=C(CCCC1=NS(=O)(=O)c2ccccc2N1)N1CCN(c2ccccc2)CC1	-5.2	-1.4
CC1(C)C(=O)Nc2ccccc2N1C(=O)COC(=O)C12CC3CC(CC(O)(C3)C1)C2	-6.4	-2.9
Cc1nc2nc3c(c(=O)n2[nH]1)CCC3	3.5	3.5
Cn1nnnc1SCC(=O)N1CCOCC1	-8.7	0.9
CCC(Cc1ccccc1)NC(=O)CCn1cccc1 (configuration not stated)	2.8	7.4

Pulled by structure from the list above:
SMILES	PAX8 inh HTS	FN deposition inh
CN(C(=O)c1ccc(-c2nn(C)c(=O)c3ccccc23)cc1)c1ccccc1	15.8	0.2
CC(=O)C1=C(O)C(=O)N(c2ccc(C(=O)O)cc2)C1c1ccccc1 (configuration not stated)	-23.1	7.2

(listing goes on)
SMILES	PAX8 inh HTS	FN deposition inh
Cc1cc(NC(=O)c2cc(-c3ccccc3)on2)no1	-1.0	-1.2
CC(=O)Nc1ccccc1NC(=O)CC(C)(C)C	-25.7	2.9
O=S(=O)(NCc1ccncc1)c1ccccc1	1.7	-14.5
O=C(NCCc1ccc(Cl)cc1)c1cccnc1	-35.7	-5.7
COC(=O)c1ccc(-c2nc3ccc(C)cc3o2)cc1	-87.1	-3.8
COc1cc(-c2nnc(SCc3cc(=O)oc4cc(C)ccc34)o2)cc(OC)c1OC	22.7	6.4
O=c1c2ccccc2c(-c2ccc(Cl)cc2)nn1-c1ccccc1	10.0	-2.4
OCCNCC1(O)C2CC3CC(C2)CC1C3 (configuration not stated)	-17.4	-3.8
CC(C)C(=O)Nc1nnc(Sc2ccc(N(C)C)cc2)s1	-2.1	2.5
c1ccc(-c2nnc(N3CCN(c4ccccn4)CC3)c3ccccc23)cc1	32.2	-3.4
O=C(OC(C(=O)NC1CCCC1)c1ccccc1F)c1ccco1 (configuration not stated)	-2.9	-5.1
Clc1ccc(OCc2nnc3n2N=C(c2ccc4c(c2)OCCO4)CS3)c(Cl)c1	9.6	3.1
Cc1cccc(OCC(=O)Nc2ccc(N3CCN(C(=O)c4ccccc4)CC3)cc2)c1	25.0	-4.0
CN(C)CCNC(=O)c1ccc(-c2nn(C)c(=O)c3ccccc23)cc1	3.6	4.2
CN(C)c1nc(N2CCN(c3ccccc3)CC2)c(C#N)c(=O)o1	-10.8	-0.6
Cc1cc(NC(=O)c2ccco2)ccc1-n1cnnn1	-116.8	5.3
Cc1ccccc1CS(=O)(=O)c1snnc1C	23.3	-3.7
O=C(NC1CCN(C(=O)Nc2cccc(F)c2)CC1)C1CCCCC1	13.2	2.6
O=C(CCSCCC(=O)NCc1ccco1)NCc1ccco1	-1.7	-2.0
Cc1nc(SCC(=O)NCc2ccco2)c2c(C)c(C)sc2n1	14.7	-5.9

6 neighbouring compounds out of the list so far:
SMILES	PAX8 inh HTS	FN deposition inh
CN(C)c1nc(N2CCN(c3ccccc3)CC2)c(C#N)c(=O)o1	-10.8	-0.6
Cc1cc(NC(=O)c2ccco2)ccc1-n1cnnn1	-116.8	5.3
Cc1ccccc1CS(=O)(=O)c1snnc1C	23.3	-3.7
O=C(NC1CCN(C(=O)Nc2cccc(F)c2)CC1)C1CCCCC1	13.2	2.6
O=C(CCSCCC(=O)NCc1ccco1)NCc1ccco1	-1.7	-2.0
Cc1nc(SCC(=O)NCc2ccco2)c2c(C)c(C)sc2n1	14.7	-5.9

Going on with the list.
SMILES	PAX8 inh HTS	FN deposition inh
O=c1/c(=C/c2cccc3ccccc23)sc2ncnn12	26.4	-1.7
CC(=O)C1=C(O)C(=O)N(Cc2cccnc2)C1c1ccc(C)cc1 (configuration not stated)	5.1	-4.8
Cc1cc(NC(=O)COC(=O)c2c(C)nn(-c3ccccc3)c2C)no1	-4.8	-4.7
COc1ccc(CCNC(=O)c2ccc(CS(=O)(=O)c3ccc(C)cc3)o2)cc1OC	2.2	-1.4
CCCCCn1c(Br)nc2c1c(=O)n(CC(N)=O)c(=O)n2C	7.1	1.4
O=C(CN1C(=O)NC2(CCCC2)C1=O)Nc1ccc(F)c(F)c1F	6.4	-9.6
CCn1nnnc1-c1ccc(OC)c(S(=O)(=O)NCc2ccccc2)c1	-1.1	-12.1
O=C(NCCc1c[nH]c2ccccc12)C1Cc2ccccc2CN1C(=O)c1ccco1 (configuration not stated)	19.2	-0.6
Cc1cccc(N2CC(=O)N(c3cccc(C)c3)CC2=O)c1	9.7	6.1
Cc1ccc(Cn2c(=S)[nH]c3ccc(N4CCOCC4)cc3c2=O)o1	2.1	-17.3
COc1cc(CN2CCSCC2)cc(OC)c1OC	5.3	0.2
O=C1CCCc2nc(N3CCN(C(c4ccccc4)c4ccccc4)CC3)ncc21	-3.7	-2.9
CCCCn1c(SCC(=O)Nc2cccc(OC)c2)nc2ccc(N3CCOCC3)cc2c1=O	-8.4	-3.0
COC(=O)C(C)Sc1nc2c([nH]c3ccccc32)c(=O)n1C (configuration not stated)	13.9	0.7
CN(C)C(=O)COC(=O)/C=C/c1ccccc1[N+](=O)[O-]	32.4	-2.9
CCN1CCN(c2cc(C)c3cc(NC(=O)c4cccnc4Cl)ccc3n2)CC1	6.7	-20.7
COc1ccc2[nH]c(=O)c(CN(CCO)S(=O)(=O)c3c(C)ccc4nsnc34)cc2c1	1.0	7.0
Cc1ccc(C(=O)/C=C2/NC(=O)CS2)cc1	-107.8	0.6
C=CCn1c(N)c(C(=O)OCC)sc1=S	4.6	0.5
Cc1nn(-c2ccccc2)c2c1C1(C(=O)N(C)c3ccccc31)C(C#N)=C(N)O2 (configuration not stated)	14.8	13.5

In the list so far, these have fluorine.
SMILES	PAX8 inh HTS	FN deposition inh
Cc1c(-c2ccc(F)cc2)nc(N)c(C#N)c1-c1cccs1	21.6	4.0
O=C(OC(C(=O)NC1CCCC1)c1ccccc1F)c1ccco1 (configuration not stated)	-2.9	-5.1
O=C(NC1CCN(C(=O)Nc2cccc(F)c2)CC1)C1CCCCC1	13.2	2.6
O=C(CN1C(=O)NC2(CCCC2)C1=O)Nc1ccc(F)c(F)c1F	6.4	-9.6

Additional compounds follow.
SMILES	PAX8 inh HTS	FN deposition inh
CCOC(=O)C1=C(C)NC(SCC(=O)Nc2nc(C)cs2)=C(C#N)C1c1cccs1 (configuration not stated)	17.8	-2.9
Cc1ccc2c(c1)nnn2C1CCN(C(=O)C2CCCCC2)CC1	3.1	2.7
Cc1ccc(NC(=O)c2ccc(-n3cncn3)c([N+](=O)[O-])c2)cc1	-8.0	-3.3
CN1CCN(C(=O)N2CCNC2=O)CC1	1.1	-0.9
CN1CCN(/C(=N\O)c2nonc2N)CC1	0.9	-4.3
CCOC(=O)C1=C(C)NC(C)=C(C(=O)OCC)C1c1ccc(OC)cc1	-27.7	1.1
C=CCn1cc(C(=O)NCCCOC)c(=O)c2cc(S(=O)(=O)N(CC)CC)ccc21	1.9	-6.2
O=C(CCSCCC(=O)NCC1CCCO1)NCC1CCCO1 (configuration not stated)	-9.4	0.7
CC(C)Sc1oc(-c2ccco2)nc1S(=O)(=O)c1ccc(F)cc1	-0.9	0.6
CCCCN1CCc2c([nH]c3ccc(C)cc23)C1=O	-230.2	0.2
Cc1cc(C)c2nc(N3CCCC(C(=O)N4CCN(c5ncccn5)CC4)C3)sc2c1 (configuration not stated)	-19.0	9.3
Cc1nnc(NC(=O)C2CCCO2)s1 (configuration not stated)	-23.4	-0.7
O=C(NCC1CCCO1)C(c1ccc(F)cc1)N(Cc1ccc(F)cc1)C(=O)Cn1nnc(-c2cccs2)n1 (configuration not stated)	3.7	-1.9
CCCCN=C(Nc1ccc(Cl)cc1)c1cccnc1	2.8	-5.0
Cc1cc(OCC(=O)O)c2ccccc2n1	-2.2	5.2
O=[N+]([O-])c1ccc(Cl)c(/C=N/Nc2nc(N3CCOCC3)nc(N3CCOCC3)n2)c1	-3.6	-11.2
O=S(=O)(c1ccc(F)cc1)n1ccc(-c2cnc(-c3ccccc3)s2)n1	-121.1	-6.2
CCOC(=O)C1(C)/C(=N/Nc2ccccc2Cl)C(=O)C(=O)N1c1ccccc1 (configuration not stated)	-6.1	-9.3
O=C(Nc1ccccc1)N1CCN(c2ccc(C(F)(F)F)cn2)CC1	5.6	-1.8
COc1ccc(OC)c(C2=NOC(C(=O)N3CCCc4ccccc43)C2)c1 (configuration not stated)	-30.8	-6.6

In another format: 4 of the compounds above.
SMILES: CCCCN1CCc2c([nH]c3ccc(C)cc23)C1=O
  PAX8 inh HTS: -230.2
  FN deposition inh: 0.2

SMILES: Cc1cc(C)c2nc(N3CCCC(C(=O)N4CCN(c5ncccn5)CC4)C3)sc2c1 (configuration not stated)
  PAX8 inh HTS: -19.0
  FN deposition inh: 9.3

SMILES: Cc1nnc(NC(=O)C2CCCO2)s1 (configuration not stated)
  PAX8 inh HTS: -23.4
  FN deposition inh: -0.7

SMILES: O=C(NCC1CCCO1)C(c1ccc(F)cc1)N(Cc1ccc(F)cc1)C(=O)Cn1nnc(-c2cccs2)n1 (configuration not stated)
  PAX8 inh HTS: 3.7
  FN deposition inh: -1.9

Next section.
SMILES	PAX8 inh HTS	FN deposition inh
COc1ccc(C2(C)NC(=O)N(Cc3cc(Cl)cc4c3OCOC4)C2=O)cc1OC (configuration not stated)	-9.3	-1.1
COc1ccc(N(C)S(=O)(=O)c2c(C)[nH]c(=O)[nH]c2=O)cc1	19.6	1.2
CC(C)(C)NC(=O)Cn1c(SCC(N)=O)nc2ccccc21	5.1	-4.0
CCC1(C)NC(=O)N(CC(=O)Nc2sc3c(c2C(N)=O)CCC3)C1=O (configuration not stated)	2.0	-1.2
O=C(CN(C1CCCCC1)S(=O)(=O)c1ccc(Cl)cc1)N1CCOCC1	-3.8	4.1
CC1CCCN(CC(O)CN)C1 (configuration not stated)	9.3	4.3
O=C(Cc1ccc(Cl)cc1Cl)OCC(=O)c1ccc[nH]1	-19.6	-20.5
CCCCN(CC)CCCNC(=O)C1c2ccccc2C(=O)N(C)C1c1cn(C)c2ccccc12 (configuration not stated)	0.2	4.5
Cc1ccc(CNC(=O)c2cn(C)c(=O)c3c2c2ccccc2n3C)o1	3.6	5.6
COc1ccc(OC)c(N(CC(=O)NC2CC2)S(=O)(=O)c2ccc(C)cc2)c1	17.8	-3.3
COC(=O)c1cc2sc(Cl)cc2n1CC(=O)NCCC(C)C	-15.9	-0.6
COc1cccc(-c2nnc(N(C)C(=O)c3ccno3)s2)c1	-65.5	-8.9
O=C(CS(=O)(=O)c1cn(Cc2cccc(F)c2)c2ccccc12)N1CCOCC1	3.3	9.7
CCNc1nc(Oc2ccc(Cl)cc2Cl)cc(C(F)(F)F)n1	7.5	-2.5
